Myeloid diff 2: promotes myeloid progenitor differentiation | ER-HoxA9 myeloid progenitors, lysozyme-GFP differentiation, flow cytometry | calls only at 10 µM | actives 1% (n = 360,000);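 active = normalized GFP-positive differentiation at or above the plate's own cutoff, the solvent-only control mean plus 3 SD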;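 also: cells exposed to compound for four days before flow analysis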
Lipid droplet: hepatic lipid droplet formation modulation; actives 0.4% (n = 240,000); AID 1656; inhibition, % at 6.5 µM; AML12 mouse hepatocytes, oleate lipid droplets, BODIPY imaging;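 active = lipid droplet intensity inhibited by at least 50%, with more than 500 cells counted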
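Material – AML12 mouse liver cells · Also added – oleate loading, 100 µM · Compound dosing – 6.5 µM single-point dosing · Times – overnight treatment with compound plus oleate · Measured by – fluorescence imaging, 20x objective, two fields per well · Read-out – percent inhibition of filter-corrected integrated lipid droplet intensity per well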
K1F lysis inhibition: protection from phage-mediated lysis, alamar blue read-out – E. coli UTI89, K1F phage, bacterial capsule biogenesis inhibitors (AID 488966); actives 0.02% (n = 340,000); inhibition, % at 100 µM, or IC50 in µM where a hit was titrated; E. coli UTI89 K1F phage lysis, alamar blue, 2 h; higher % means a stronger effect;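 active = phage lysis inhibition, versus mean bacterial control, above a set limit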;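 also: capsule biogenesis inhibitors block K1F phage lysis so surviving cells raise fluorescence; higher fluorescence means more inhibition of phage lysis; actives were called in the ten point dose series up to 300 µM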
Lipid droplet cells 6.5 µM: second read-out of Lipid droplet, no call of its own (marks repeat the call); cell count; measured here: cell count, cytotoxicity flag;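 cells counted across two imaged fields per well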
Myeloid diff 2 GFP+ MAC1+ %: further read-out of Myeloid diff 2, marked with its call; GFP+ MAC1+ double positive, %; measured here: differentiation confirmed by MAC1 staining
The depositor's hits bear a star; i = inactive; [ ] = remark or other dose. These rows are one share of the data (hit frequency here may not be typical).

SMILES	Myeloid diff 2	Myeloid diff 2 GFP+ MAC1+ %	Lipid droplet	Lipid droplet cells 6.5 µM	K1F lysis inhibition
O=C(N/N=C/c1c(O)n(-c2cccc3ccccc23)c(=O)[nH]c1=O)c1ccncc1	i	0.4	-6	712	-1.3%
FC(F)(F)Oc1ccc(NC2=NCCCS2)cc1	i	0.8	-29	801	0.2%
Cc1cccc(CNCCc2c[nH]c3ccccc23)c1	i	0.3	-5	753	2.0%
O=c1cccc2n1C[C@@H]1C[C@@H]2CN(CC(O)c2ccc([N+](=O)[O-])cc2)C1 (some centres not stated)	i	0.9	2	809	-0.9%[50 µM]
O=C(O)C1Cc2ccccc2N2CCCC12 (configuration not stated)	i	1.5	-2	844	-0.1%
CC(=Nc1ccccc1N)c1c(O)n(C)c(=O)[nH]c1=O	i	1.0	-4	808	3.3%
O=C(c1ccc(F)cc1Cl)N1CCC2(CC1)OCCO2	i	0.9	-1	807	-1.4%
COc1cccc(N(C(C)=O)C2=NCCCS2)c1	i	0.2	9	827	0.1%
COc1ccc(N2C(=O)/C(=C/c3ccc(OC)c(OC)c3)C(=O)NC2=S)cc1	i	0.3	11	803	0.5%
COc1ccc(C(=O)Cn2c(NCCCl)nc3ccccc32)cc1	i	0.8	-15	802	0.6%
Cc1ccc(N2C(=O)CC(=O)NC2=O)cc1Cl	i	0.6	3	826	0.1%
O=C(Cc1ccc(Cl)cc1)NCCN1CCN(C(=O)Cc2ccc(Cl)cc2)CC1	i	2.4	-2	788	0.1%
CN1CCN(C(=O)COc2ccc(S(=O)(=O)NC3CCCCC3)cc2Cl)CC1	i	1.5	-18	655	1.9%[50 µM]
COc1ccc(CC(=O)N(CCN(C)C)CC2CCCN(Cc3ccccc3F)C2)cc1 (configuration not stated)	i	0.4	-19	768	0.2%
O=[N+]([O-])c1ccc(N2CCCCCC2)c2nonc12	i	1.4	-9	817	-0.1%
Cc1ccc(-n2c(O)c(C=NCCN3CCNCC3)c(=O)[nH]c2=S)cc1	i	0.7	4	849	-0.1%
O=[N+]([O-])c1ccc(NC2CCN(Cc3ccccc3)CC2)c2ccncc12	i	0.5	-19	708	0.0%
Cc1c(Cl)cccc1N1C(=O)NC(=O)/C(=C\c2cc(C)n(-c3cccc(C(=O)O)c3C)c2C)C1=O	i	0.4	-9	784	-0.3%
O=C(NCc1cccnc1)Nc1ccc([N+](=O)[O-])cc1	i	0.6	5	687	0.0%
COc1ccc(-c2nn(CCC#N)cc2C(=O)Nc2ccccc2)cc1OC	i	0.3	16	759	0.7%
O=C1C(Cc2cnc[nH]2)NC(=S)N1c1ccccc1 (configuration not stated)	i	0.5	-3	786	-0.3%[50 µM]
CN1CCN(C(=O)COc2ccc3ccccc3c2)CC1	i	0.3	-4	810	0.4%
Cc1cc(OC(C)C(=O)NCc2ccncc2)c2c3c(c(=O)oc2c1)CCC3 (configuration not stated)	i	0.6	-15	648	0.3%
CCOc1ccccc1CNCCc1ccc2c(c1)OCO2	i	0.2	-3	836	0.1%
NP(=O)(OCCCCc1ccccc1)Oc1ccccc1Cl (configuration not stated)	i	0.6	0	844	0.1%
SMILES	Myeloid diff 2	Myeloid diff 2 GFP+ MAC1+ %	Lipid droplet	Lipid droplet cells 6.5 µM	K1F lysis inhibition
COc1ccccc1OCC(=O)N1CCCC(N(C)Cc2ccccc2)C1 (configuration not stated)	i	0.0	-12	654	0.1%
CC(=O)O[C@H]1C(=O)[C@@]2(C)C([C@H](OC(=O)c3ccccc3)[C@]3(O)C[C@H](OC(=O)[C@H](O)[C@@H](NC(=O)Cc4ccccc4)c4ccccc4)C(C)=C1C3(C)C)[C@]1(OC(C)=O)CO[C@@H]1C[C@@H]2O (some centres not stated)	i	5.8	-42	510	-0.3%
CN(C)C(=O)Oc1ccc2c(c1)O/C(=C\c1ccc(Cl)cc1)C2=O	i	0.8	-2	806	0.1%
COc1ccccc1OP(=O)(Nc1ccc(Br)cc1)Oc1ccccc1OC	i	0.9	-7	827	0.0%
Cc1cc(=O)oc2cc3c(cc12)CCCN3	i	0.5	-1	821	0.4%[50 µM]
O=[N+]([O-])NC1=NCCN1Cc1ccc(Cl)nc1	i	1.6	-53	574	-0.3%

16 structures already listed, ordered by molar mass, descending:
SMILES	Myeloid diff 2	Myeloid diff 2 GFP+ MAC1+ %	Lipid droplet	Lipid droplet cells 6.5 µM	K1F lysis inhibition
CC(=O)O[C@H]1C(=O)[C@@]2(C)C([C@H](OC(=O)c3ccccc3)[C@]3(O)C[C@H](OC(=O)[C@H](O)[C@@H](NC(=O)Cc4ccccc4)c4ccccc4)C(C)=C1C3(C)C)[C@]1(OC(C)=O)CO[C@@H]1C[C@@H]2O (some centres not stated)	i	5.8	-42	510	-0.3%
Cc1c(Cl)cccc1N1C(=O)NC(=O)/C(=C\c2cc(C)n(-c3cccc(C(=O)O)c3C)c2C)C1=O	i	0.4	-9	784	-0.3%
COc1ccc(CC(=O)N(CCN(C)C)CC2CCCN(Cc3ccccc3F)C2)cc1 (configuration not stated)	i	0.4	-19	768	0.2%
O=C(Cc1ccc(Cl)cc1)NCCN1CCN(C(=O)Cc2ccc(Cl)cc2)CC1	i	2.4	-2	788	0.1%
Cc1cc(OC(C)C(=O)NCc2ccncc2)c2c3c(c(=O)oc2c1)CCC3 (configuration not stated)	i	0.6	-15	648	0.3%
COc1ccccc1OCC(=O)N1CCCC(N(C)Cc2ccccc2)C1 (configuration not stated)	i	0.0	-12	654	0.1%
O=c1cccc2n1C[C@@H]1C[C@@H]2CN(CC(O)c2ccc([N+](=O)[O-])cc2)C1 (some centres not stated)	i	0.9	2	809	-0.9%[50 µM]
COc1ccc(C(=O)Cn2c(NCCCl)nc3ccccc32)cc1	i	0.8	-15	802	0.6%
O=C(c1ccc(F)cc1Cl)N1CCC2(CC1)OCCO2	i	0.9	-1	807	-1.4%
CCOc1ccccc1CNCCc1ccc2c(c1)OCO2	i	0.2	-3	836	0.1%
CN1CCN(C(=O)COc2ccc3ccccc3c2)CC1	i	0.3	-4	810	0.4%
O=C(NCc1cccnc1)Nc1ccc([N+](=O)[O-])cc1	i	0.6	5	687	0.0%
Cc1cccc(CNCCc2c[nH]c3ccccc23)c1	i	0.3	-5	753	2.0%
O=[N+]([O-])NC1=NCCN1Cc1ccc(Cl)nc1	i	1.6	-53	574	-0.3%
Cc1ccc(N2C(=O)CC(=O)NC2=O)cc1Cl	i	0.6	3	826	0.1%
Cc1cc(=O)oc2cc3c(cc12)CCCN3	i	0.5	-1	821	0.4%[50 µM]

Assay outcomes (PubChem)
